Assay outcomes (PubChem)
Pf growth 48h – P. falciparum growth inhibition at 48 hours (one generation). P. falciparum luciferase growth in erythrocytes, 48 h. hit rate 5.9% among 310,000. AID 504832. Potency, µM (doses to about 28.7 µM), for inactives: at the highest dose activity change, negative = inhibition, usual class: inhibitors; note: potency is the fitted concentration of half-maximal effect; % is set by controls: 0 for no effect and ±100 for the full control effect
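Erythrocytes infected with P. falciparum carrying an integrated firefly luciferase reporter (2% hematocrit, 0.1% parasitemia final) were exposed to compounds in RPMI 1640 with 0.5% Albumax at 37 C, 5% CO2. Growth inhibition was scored as reduced luminescence.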
LmPK inhibitor – blocks Leishmania mexicana pyruvate kinase activity; purified LmPK, Kinase-Glo ATP luminescence, 1 h; Potency, µM (highest dose often 57.5 µM), inactives show at the highest dose activity change, negative = inhibition, actives largely listed as inhibitors; hit rate 0.37% among 290,000; note: potency is the fitted concentration of half-maximal effect; % is set by controls: 0 for no effect and ±100 for the full control effect
Target sequence (Q27686 whole entry, looked up): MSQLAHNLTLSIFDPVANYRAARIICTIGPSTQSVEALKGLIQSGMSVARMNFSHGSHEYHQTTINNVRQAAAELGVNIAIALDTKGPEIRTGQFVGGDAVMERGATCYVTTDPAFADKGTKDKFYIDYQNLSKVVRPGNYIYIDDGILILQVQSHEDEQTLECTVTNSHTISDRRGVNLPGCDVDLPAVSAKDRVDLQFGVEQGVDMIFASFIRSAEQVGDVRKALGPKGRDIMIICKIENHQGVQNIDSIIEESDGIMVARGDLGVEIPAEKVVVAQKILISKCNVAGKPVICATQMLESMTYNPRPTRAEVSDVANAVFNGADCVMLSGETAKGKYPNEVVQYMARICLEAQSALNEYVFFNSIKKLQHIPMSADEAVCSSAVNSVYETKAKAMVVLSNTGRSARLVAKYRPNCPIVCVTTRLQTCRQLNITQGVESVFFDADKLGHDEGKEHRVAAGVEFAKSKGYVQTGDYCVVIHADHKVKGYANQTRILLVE
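Purified LmPK (0.1 nM) with 0.5 mM PEP and 0.1 mM ADP in imidazole buffer pH 7.2 with MgCl2/KCl, 1 h at room temperature. ATP formed was read by luciferase luminescence and normalized to no-enzyme and uninhibited controls.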
Pf growth 96h – P. falciparum growth inhibition at 96 hour, primary screen for plastid delayed-death inhibitors; P. falciparum luciferase reporter growth, 96 h; hit rate 6.9% among 320,000; Potency, µM (highest dose often 28.7 µM), for the others: at the top dose activity change, negative = inhibition, hits mostly inhibitors; note: potency is the fitted concentration of half-maximal effect; % is set by controls: 0 for no effect and ±100 for the full control effect
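Compounds incubated with erythrocytes infected by luciferase-expressing P. falciparum (2% hematocrit, 0.05% parasitemia final) for 96 hours, 37 C in 5% CO2. Growth inhibition scored as decreased luciferase luminescence.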
AMA1-RON2 inh – inhibitors of Plasmodium falciparum AMA1-RON2 interaction; Potency, µM (top dose mostly 58.2 µM), for the others: top-dose activity change, negative = inhibition, actives largely listed as inhibitors; hit rate 0.2% among 360,000; AlphaScreen AMA1-biotinylated RON2 peptide binding;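 note: potency is the fitted concentration of half-maximal effect; 0% = vehicle wells and -100% = peptide control; nearly all actives have a fitted effect of over 45% in size; some results filed as inactive show a strong effect at the top dose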
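AMA1 (3D7) with his tag at 25 nM final met compounds first, then biotinylated RON2 peptide at 25 nM; detection used donor plus acceptor beads, 10 µg/mL apiece, read by AlphaScreen after 30 min at room temperature.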
Cycloheximide cs – counter-screen hit for Shiga toxin inhibitors, cycloheximide | hit rate 12% among 300,000 | cell reporter, cycloheximide protein synthesis inhibition counterscreen | max response, % | AID 2314; in the data active = max response mostly above about 13%, no sharp cut-off; inactive = mostly below about 14%; note: read at 38.3 µM for the half of the compounds with a filed dose; 0% is about no effect
Shiga toxin inh – Shiga toxin inhibition. inhibition, % at 38.7 µM. Vero cells, Shiga toxin protein synthesis inhibition reporter. hit rate 9.2% among 290,000; in the data active = inhibition mostly above about 28%, no sharp cut-off; inactive = mostly below about 43%; note: 0% is about no effect
Tb PYK inh – blocks Trypanosoma brucei pyruvate kinase. Q57TT1. TbPYK enzyme, Kinase-Glo Plus ATP luminescence, 45 min. Potency, µM (top dose mostly 76.8 µM), inactives show at the top dose activity, negative = inhibition, hits mostly inhibitors. hit rate 0.12% among 410,000; note: potency is the fitted concentration of half-maximal effect; % is set by controls: 0 for no effect and ±100 for the full control effect; nearly all actives have a fitted effect of over 50% in size
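Readout: single end-point luminescence (Kinase-Glo Plus, 10 min). Reaction conditions were TbPYK/substrate plus 130 uM ADP, 45 min at RT, pH 7.2 TEA buffer. No-enzyme wells served as controls, and data were normalized before concentration-response fitting.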
The depositor's hits bear a star; u = inconclusive; x = not tested or not shown; [ ] = another dose, or the depositor's remark. Unless noted, calls come from the whole dose curve; as a rule, active = well fitted curve in the direction sought with a large enough effect; inconclusive = small, poorly fitted or top-dose-only effect, or another doubt; inactive = no such curve, though single readings can be large; an effect the other way counts as inactive or inconclusive.

SMILES	Pf growth 48h	LmPK inhibitor	Pf growth 96h	AMA1-RON2 inh	Cycloheximide cs	Shiga toxin inh	Tb PYK inh
CC/C(=N/Nc1ccccc1Cl)c1cnnc(-c2ccccc2)n1	2.3µM*	2%	1µM*	-18%	-2	-5	0%
O=C(c1ccc(-c2cccc(C(F)(F)F)c2)o1)N1CCCC(C(F)(F)F)C1 (centres undefined)	-10%	x	u	8%	x	x	-9%
CCOc1ccccc1NC(=O)c1ccc2c(=O)n3c(nc2c1)CCCCC3	u	2%	33%[activator]	1%	14	-5	3%
Cn1cc([N+](=O)[O-])c(C(=O)Nc2ccc3c(C(F)(F)F)cc(=O)oc3c2)n1	89%[activator]	0%	1%	-16%	15*	12	0%
Cc1cc(C)nc(NC(=O)c2c(-c3ccccc3Cl)noc2C)c1	12%	0%	2%	5%	-3	1	-1%
O=C1c2ccccc2NC(c2cccc(F)c2)N1Cc1ccco1 (centres undefined)	-18%	5%	u	0%	2	13	-10%
COc1cccc2sc3ccc(NCCC4CCCN4C)cc3c(=O)c12 (centres undefined)	u	0%	u	-16%	10	20	-7%
CCc1nn(CC(=O)NCCCN(CC)Cc2ccccc2)c(=O)c2cc3sccc3n12	x	9%	3%	-2%	-3	-20	0%
C/C(=N\NC(=O)CC1N=C(Cc2ccccc2)NNC1=O)c1ccc(Cl)cc1Cl (centres undefined)	-8%	1%	58%[activator]	42%[activator]	-3	-11	0%
Cc1nc2nc(-c3ccco3)[nH]n2c(=O)c1C	x	0%	9%	-12%	-2	-16	-9%
O=C(CSc1nc2ccccc2[nH]1)N=Nc1c(O)[nH]c2ccccc12	35%[activator]	3%	79%[activator]	32%[activator]	17*	0	-4%
Cn1cnnc1SCC(=O)NN1C(=O)NC(C)(c2ccccc2)C1=O (centres undefined)	-1%	-3%	17%	6%	-2	4	-6%
Cc1cccc(NC(=O)NNC(=O)c2ccc3ccccc3c2O)c1	-10%	11%	-22%	28%	0	32	-1%
COc1ccc(NC(=S)NCCSc2ccc(Cl)cc2)c(OC)c1	-24%	4%	-9%	-15%	-1	-5	-2%
CCn1c2ccccc2c2nnc(SCC(=O)NC(CC(C)C)C(=O)OC)nc21 (centres undefined)	-2%	-2%	18%	-5%	-2	-32	8%
O=S(=O)(c1ccc(Br)s1)N1CCCCC1	1%	-1%	x	6%	0	-4	-5%
O=C(OCCOc1ccc(Br)cc1)c1ccc(Cl)nc1	11%	-2%	26%	46%[activator]	-2	-7	-9%
Cc1cc(C)n(-c2cc(C(C)(C)C)nc3c(-c4ccccc4)cnn23)n1	94%[activator]	4%	-23%	-13%	54*	90*	1%
CCC1(c2ccc(F)cc2)NC(=O)N(CC(=O)Nc2ccc(C)c(S(=O)(=O)N3CCOCC3)c2)C1=O (centres undefined)	18%	6%	-29%	-3%	8	-6	3%
CCC(NC(=O)COc1cc2c(c3oc(=O)c(C)c(C)c13)CCC(C)(C)O2)C(=O)O (centres undefined)	11%[0.00184 µM]	-2%	u	-8%	-3	-11	2%
Cc1cc(-c2ccccc2)nc(N(C)NC(=O)c2c(F)cccc2F)c1S(C)(=O)=O	x	3%	-23%	7%	3	8	0%
Cc1cc[n+](Cc2ccccc2)c(N)c1	u	x	-1%	14%	x	x	2%
O=[N+]([O-])c1ccc2c(c1)nc1n2CCN(c2ccccc2)C1	u	4%	u	28%	37*	29*	4%
CC(C)(C)NS(=O)(=O)c1ccc(Oc2ncc(C(F)(F)F)cc2Cl)cc1	-15%	0%	27%	-2%	-3	1	1%
Cc1c(C(=O)NCC(c2ccco2)N2CCCC2)oc2ccc(Cl)cc12 (centres undefined)	u	0%	u	-5%	37*	50	0%

Pulled one by one from the entries so far:
SMILES	Pf growth 48h	LmPK inhibitor	Pf growth 96h	AMA1-RON2 inh	Cycloheximide cs	Shiga toxin inh	Tb PYK inh
CCn1c2ccccc2c2nnc(SCC(=O)NC(CC(C)C)C(=O)OC)nc21 (centres undefined)	-2%	-2%	18%	-5%	-2	-32	8%
CCC(NC(=O)COc1cc2c(c3oc(=O)c(C)c(C)c13)CCC(C)(C)O2)C(=O)O (centres undefined)	11%[0.00184 µM]	-2%	u	-8%	-3	-11	2%
Cn1cnnc1SCC(=O)NN1C(=O)NC(C)(c2ccccc2)C1=O (centres undefined)	-1%	-3%	17%	6%	-2	4	-6%
COc1cccc2sc3ccc(NCCC4CCCN4C)cc3c(=O)c12 (centres undefined)	u	0%	u	-16%	10	20	-7%
O=C(CSc1nc2ccccc2[nH]1)N=Nc1c(O)[nH]c2ccccc12	35%[activator]	3%	79%[activator]	32%[activator]	17*	0	-4%

Remaining list, next part
SMILES	Pf growth 48h	LmPK inhibitor	Pf growth 96h	AMA1-RON2 inh	Cycloheximide cs	Shiga toxin inh	Tb PYK inh
CC(C)CN(C(=O)CN1CCN(c2ccccc2F)CC1)c1c(N)n(CC(C)C)c(=O)[nH]c1=O	-22%	-1%	u	2%	-3	-13	-5%
CCn1cc(C(=O)N2CCCCC2)c(=O)c2cc(S(=O)(=O)N3CCC(C)CC3)ccc21	u	-1%	5%	-4%	23*	10	-1%
COc1ccccc1N(C)S(=O)(=O)c1ccc(C(=O)OCC(=O)N2CCCCCC2)cc1	29%	-3%	u	-7%	6	-19	3%
CN(C)/C=C(\C=O)c1c(Cl)cccc1Cl	3%	3%	15%	-11%	-3	-7	3%
O=C1CCc2cc(S(=O)(=O)NC(C(=O)NCc3cccnc3)c3ccccc3)ccc2N1 (centres undefined)	x	3%	u	4%	-7	-17	-3%
CC(=O)c1cccc(NC(=O)COC(=O)Cc2ccc(Cl)cc2)c1	-23%	x	14%	24%	x	x	0%
O=C1N/C(=N/N=C/c2ccccc2)SC1(c1ccccc1)c1ccccc1	x	15%	20%	10%	-3	17	1%
CCN(CC)S(=O)(=O)c1ccc(OC)c(NC(=O)c2ccc3c(c2)OCO3)c1	-17%	4%	11%	-1%	5	20	3%
Cc1nc2ccccc2c(=O)n1NC(=O)C1CC1C (centres undefined)	-3%	0%	18%[5.75 µM]	0%	-4	12	0%
COc1ccc2c(c1OC)C(=O)OC2N1C(=O)CC[C@H]1C(=O)Nc1ccc(F)cc1F (some centres undefined)	14%	1%	-8%	11%	1	-5	-3%
O=C(NCCc1ccccc1)Nc1ccc2c(c1)OCO2	0%	-10%	16%	-12%	61*	156*	-1%
O=C1CCc2cc(S(=O)(=O)NC(Cc3ccccc3)C(=O)N3CCN(c4ccccn4)CC3)ccc2N1 (centres undefined)	-11%	0%	u	-4%	-6	-15	-2%
COc1ccc(/C=N\NC(=O)c2sccc2C)cc1Cn1nc(C)cc1C	u	-1%	u	-10%	42*	105*	-2%
O=C(CN1CCOCC1)N/N=C/C=C/c1ccccc1	-1%	-1%	18%	2%	25*	11	-3%
O=C(NCc1ccco1)c1cccc(S(=O)(=O)N2CCOCC2)c1	11%	8%	x	-2%	7	-12	-3%
O=C(O)c1cccc(N=NN2CCOCC2)c1	7%	-5%	-12%	-10%	18*	39	-2%
CCC1(CC)NC(=O)N(CC(=O)OCC(=O)NC(=O)c2ccccc2)C1=O	213%[activator]	-7%	55%[activator]	-2%	-2	19	-19%
Nc1nc(=S)[nH]c2c1C1(CCCC1)Cc1ccccc1-2	1%	-2%	u	-21%	-4	45	-2%
COC(=O)c1ccc(Cn2nc(C)c(Br)c2C)cc1	4%	3%	-19%	12%	-1	-13	3%
CCOc1ccccc1N(CC(=O)N(C)Cc1ccccc1)S(=O)(=O)c1ccccc1	u	-8%	7%	-6%	26	58*	2%
CC(=O)c1c(C)[nH]c(C(=O)N(C)CC(=O)Nc2ccc(Cl)c(C(F)(F)F)c2)c1C	-7%	-3%	1%	-3%	-1	-3	4%
O=C(NNc1ccccc1[N+](=O)[O-])Nc1cccc(Cl)c1	-16%	-7%	u	-9%	47*	81*	-4%
Cc1ccc(-c2nc3ccccc3[nH]2)cc1NC(=O)c1sc2cc(Cl)ccc2c1Cl	3.3µM*	-1%	u	-1%	20*	54	-4%
CCOc1ccccc1OCCCC(=O)Nc1cccc(S(=O)(=O)N2CCOCC2)c1	13µM*	x	u	0%	x	x	-4%
CC(=O)Nc1ccc(NS(=O)(=O)c2ccc3[nH]c(=O)[nH]c3c2)cc1	4%	-1%	u	7%	-2	-8	2%

(next part)
SMILES	Pf growth 48h	LmPK inhibitor	Pf growth 96h	AMA1-RON2 inh	Cycloheximide cs	Shiga toxin inh	Tb PYK inh
CCOC(=O)c1noc(C)c1C(=O)Nc1cccc(F)c1	-1%	-3%	2%	-3%	-1	8	1%
CCC(Sc1nc(-c2ccccc2)c(C#N)c(=O)[nH]1)C(=O)Nc1nnc(C)s1 (centres undefined)	-1%	1%	18%	u	1	-6	2%
CC(=O)c1ccc(-c2ccc(C(=O)NC3CC(C)(C)NC(C)(C)C3)o2)cc1	u	x	u	-7%	x	x	-12%
COCCN1C(=O)c2ccc(C(=O)NCc3ccco3)cc2C1=O	9%	-7%	-6%	-10%	1	-12	-1%
COc1ccc(NC(=O)CCc2c(C)nc3nc(C)nn3c2C)cc1	36%[activator]	-4%	x	-8%	-3	19	2%
CN(C)S(=O)(=O)c1cccc(C(=O)Nc2ccc3c(c2)CCC3)c1	273%[activator]	-1%	395%[activator]	-2%	43*	106*	-6%
COc1ccc(N2CC(NC(=O)N3CCc4ccccc43)CC2=O)cc1OC (centres undefined)	-9%	1%	-19%	0%	1	12	0%
COC(=O)c1cc(Br)c(=O)n(-c2cccc(F)c2)c1	51%[activator]	-3%	u	0%	12	-2	-7%
O=S(=O)(NCCN1CCCC1)c1ccc(Cl)cc1	10%[0.00184 µM]	-1%	-12%	10%	-4	-5	0%
Cc1cc(C=C2C(=O)c3ccccc3C2=O)c(C)n1C	-18%	-15%	4.7µM*	8%	65*	63*	-7%
Cc1nc(CNS(=O)(=O)c2ccccc2F)cs1	19%	-5%	5%	-2%	3	-16	1%
Cc1ccc(N(CC(O)Cn2nc(C)cc2C)S(=O)(=O)c2ccc3ccccc3c2)cc1 (centres undefined)	u	3%	61%[activator]	-6%	-3	-8	1%
Cc1ccc(C(=O)Nc2cc3[nH]c(=O)oc3cc2C)cc1	31%[activator]	-3%	u	-2%	11	24*	10%
CN(C)S(=O)(=O)c1ccc(Cl)c(C(=O)NC2CCCCCCC2)c1	2%	-1%	u	1%	2	4	1%
Cc1cc(C)nc(N/N=C/C2=C(N3CCOCC3)C(=C\c3ccc(Cl)cc3)/CC2)n1	u	-1%	0%	40%[activator]	-3	10	-12%
COCC(=O)N(Cc1cc2ccc(C)cc2[nH]c1=O)c1ccccc1C	u	1%	-10%	-2%	2	-15	-4%
CC(=O)c1c(C)[nH]c(=S)c(C#N)c1-c1ccc(Cl)cc1	2%	29%	30%[activator]	89%[activator]	-1	7	u
Cc1cccc(NC(=O)CN2CCSc3ccccc32)c1	20%	4%	46%[activator]	-4%	34*	49*	0%
CN(C1CCS(=O)(=O)C1)S(=O)(=O)c1ccc2ccccc2c1 (centres undefined)	7%	x	18%	9%	x	x	3%
O=C1CCC(C(=O)N(CCO)Cc2ccccc2)CN1CCCN1CCOCC1 (centres undefined)	47%[activator]	5%	u	14%	8	-3	0%
